# Screening data: PubChem, Sanford-Burnham Center for Chemical Genomics
# KOR beta-arrestin-1: KOR antagonists, beta-arrestin recruitment, cell-based, luminescence, uHTS (AID 1778) | Kappa-type opioid receptor (Homo sapiens) | one-dose inhibition, % at 10 µM; IC50 in µM for titrated hits | 290,000 compounds, 0.091% hits | KOR beta-arrestin recruitment, luminescence, antagonist mode; higher % means a stronger effect; in the data active = inhibition above about 50%; also: strong numbers were not always called active
# AID2073: inhibitors of Mint1-CaV2.2 protein interaction, biochemical, HTRF (AID 2073). 290,000 compounds, 0.19% hits. HTRF protein-protein interaction, Mint1-CaV2.2; higher % means a stronger effect. Voltage-dependent N-type calcium channel subunit alpha-1B (Homo sapiens). inhibition, % at 20 µM, or IC50 in µM where a hit was titrated; in the data active = inhibition mostly above about 51%, no sharp cut-off; also: some results filed as inactive read as strong as hits
# GPR55 antagonists: GPR55 antagonists blocking LPI-driven arrestin recruitment, primary screen, imaging, U2OS, beta-arrestin-GFP, LPI agonist (AID 2013); G-protein coupled receptor 55 (Homo sapiens); U2OS GPR55 beta-arrestin-GFP translocation imaging, LPI antagonism; higher % means a stronger effect; inhibition, % at 10 µM; hits with a dose series show IC50 in µM; 290,000 compounds, 0.13% hits;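 active = spots per cell inhibited over 60%, with over 100 cells counted and total cytoplasm intensity under 500,000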;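 also: U2OS cells stably carrying GPR55 and arrestin-GFP stimulated by 5 µM LPI near EC80; imaged beta-arrestin-GFP aggregate spots per cell after agonist stimulation; plate controls were LPI-stimulated DMSO wells for no effect and DMSO wells without LPI for full effect; some results filed as inactive read as strong as hits; confirmed hits need IC50 under 10 µM and bright autofluorescent wells are also inconclusive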
# HIV peptide binding: inhibitors of HIV fusion peptide binding, primary screen, biochemical, uHTS, fluorescence dequenching (AID 1986); cell-free peptide binding, fluorescence dequenching, 30 min; higher % means a stronger effect; one-dose inhibition, % at 20 µM; IC50 in µM for titrated hits; 290,000 compounds, 0.3% hits; in the data active = inhibition mostly above about 52%, no sharp cut-off; inactive = mostly below about 76%; also: some results filed as inactive read as strong as hits
# NOD1 inhibition: NOD1 signaling inhibitors, primary screen, cell-based, luminescence, uHTS (AID 1578). NOD1-driven NF-kB luciferase reporter cells, luminescence; higher % means a stronger effect. inhibition, % at 4 µM; hits with a dose series show EC50 in µM. 290,000 compounds, 1% hits; in the data active = inhibition mostly above about 36%, no sharp cut-off; inactive = mostly below about 34%;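 also: HEK-293T reporter cells stimulated with the NOD1 agonist gamma-tri-DAP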
# KOR beta-arrestin-2: KOR agonists, beta-arrestin recruitment, primary screen, cell-based, luminescence, uHTS (AID 1777); KOR beta-arrestin recruitment, luminescence; higher % means a stronger effect; one-dose activation, % at 10 µM; EC50 in µM for titrated hits; 280,000 compounds, 0.02% hits; in the data active = activation above about 50%, passing the limit was not always enough; also: a part of the inactive calls stands beside numbers as strong as those of hits
# GPR35 antagonists: GPR35 antagonists blocking zaprinast-driven arrestin recruitment, primary screen, imaging, U2OS, beta-arrestin-GFP, zaprinast agonist (AID 2058); U2OS GPR35 beta-arrestin-GFP translocation imaging, zaprinast antagonism; higher % means a stronger effect; G-protein coupled receptor 35 (Homo sapiens); 290,000 compounds, 0.052% hits; inhibition, % at 10 µM; hits with a dose series show IC50 in µM;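 active = inhibition of at least 50% with at least 30 cells and total cytoplasm GFP at most 10,000,000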
# Siah-1 displacement: Siah-1 peptide-binding antagonists, primary screen, biochemical, fluorescence polarization, rhodamine-plectin, uHTS (AID 1817). 290,000 compounds, 0.02% hits. Siah-1 / rhodamine-plectin peptide fluorescence polarization; higher % means a stronger effect. E3 ubiquitin-protein ligase SIAH1 (Homo sapiens). displacement, % at 20 µM; hits with a dose series show IC50 in µM;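 active = displacement of at least 50% at 20 µM, with a fluorescence ratio check between 0.3 and a set limit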;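 also: plate controls were Siah plus tracer with DMSO for no effect and tracer alone without Siah for full effect; strong numbers were not always called active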
# GPR55 activation: GPR55 agonists via beta-arrestin recruitment, primary screen, imaging, U2OS cells, beta-arrestin-GFP redistribution (AID 1961); G-protein coupled receptor 55 (Homo sapiens); U2OS GPR55 beta-arrestin-GFP redistribution imaging; higher % means a stronger effect; activation, % at 10 µM, or EC50 in µM where a hit was titrated; 290,000 compounds, 0.048% hits;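 active = activation above 40% with more than 50 cells counted in the well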;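 also: U2OS osteosarcoma cells stably expressing GPR55 and beta-arrestin-GFP; plate controls were DMSO negative control for no effect and LPI positive control for full effect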
# Numbers without * were called inactive; nt = not tested or not shown; [ ] = dose if it differs, or a comment. The list is partial (hit frequency here may not be typical).
SMILES,KOR beta-arrestin-1,AID2073,GPR55 antagonists,HIV peptide binding,NOD1 inhibition,KOR beta-arrestin-2,GPR35 antagonists,Siah-1 displacement,GPR55 activation
Cc1ccsc1C(=O)Nc1nc2ccccc2[nH]1,1%,-2%,7%,0.5%,-4%,-4.9%,-8%,0%,1.0%
O=C(CSc1nnc(CCc2nc3ccccc3[nH]2)n1-c1ccccc1)NCc1ccccc1,-19%,3%,5%,-3.2%,-28%,-4.9%,7%,-8%,-0.3%
CCOc1ccc(C2NC(=S)NC3=C2CCc2ccccc23)cc1 (configuration not stated),1%,-1%,-4%,-3.5%,-9%,0.4%,0%,-1%,-0.2%
COc1cc2c(cc1OC)C(CSc1ccccc1C(=O)O)=NC(C)(C)C2,-5%[20 µM],12%,9%,-1.0%,-11%,-5.5%,7%,6%,0.5%
COc1ccc(C(=O)Nc2cccnc2Sc2ccc(Cl)cc2)cc1,-12%,4%,-1%,-0.3%,-11%,-2.4%,-15%,-3%,0.4%
Oc1ccc(/C=N/n2c(COc3ccccc3)n[nH]c2=S)cc1O,-6%,-18%,2%,25%,-6%,1.2%,6%,-2%,-0.1%
O=C(c1ccc2nc[nH]c2c1)N1CCN(c2cccc(C(F)(F)F)c2)CC1,-17%,18%,-16%,-0.7%,9%,4.7%,18%,-3%,-0.2%
Cc1ccc(-n2c(C)cn(C(=O)c3ccccc3)c2=S)cc1,31%,11%,12%,1.6%,-18%,-0.2%,-10%,3%,-0.1%
O=C(NC1CCCCC1)Oc1ccccc1,25%,-3%,4%,-0.3%,-1%,-1.9%,-8%,0%,0.2%
CC(=O)OCC(=O)[C@@]1(O)CC[C@H]2[C@@H]3CCC4=CC(=O)C=C[C@]4(C)[C@H]3[C@@H](O)C[C@@]21C,12%,-4%,-3%,0.4%,-10%,-2.8%,3%,7%,-0.1%
O=C(CN1CCOCC1)NNc1nc(-c2ccccc2)c2cc(Br)ccc2n1,-10%,-7%,8%,-1.1%,-4%,-2.3%,10%,-4%,0.2%
COc1ccccc1-n1c(SCC(=O)NC2CCCC2)nc2cccnc21,20%,3%,-2%,-2.2%,-2%,3.2%,8%,11%,-0.2%
Cc1ccc(CS(=O)Cc2ccc(C(=O)NC3CCCCCC3)o2)cc1 (configuration not stated),4%,-1%,-4%,0.1%,-7%,-1.6%,4%,-1%,-0.1%
CC1=C(C(=O)Nc2cccnc2)C(c2cccnc2)n2ncnc2N1 (configuration not stated),-25%,1%,5%,3.3%,-16%,0.3%,-1%,6%,0.3%
O=C(CSc1nnc(-c2ccc(Cl)cc2)n1-c1ccccc1)N/N=C/c1ccccc1C(=O)O,-7%,4%,10%,0.6%,-27%,-4.6%,18%,0%,-0.4%
CC(=O)N(C)Cc1ccc(C(=O)CCl)cc1,-2%,2%,8%,0.1%,-14%,3.4%,-18%,-1%,0.1%
CCOC(=O)CSc1nc2cc3c(cc2cc1C)OCO3,-28%[20 µM],6%,9%,0.2%,-4%,nt,-7%,2%,0.0%
COc1ccc(Cl)c(Cn2c(NCC(C)O)nc3c2c(=O)n(C)c(=O)n3C)c1 (configuration not stated),-31%,7%,9%,-2.8%,26%,0.7%,14%,-2%,-0.3%
CC(CNC(=O)c1cc(COc2c(F)cccc2F)on1)Oc1cccnc1 (configuration not stated),7%,-2%,-1%,1.5%,0%,1.2%,0%,-4%,-0.1%
N#CC(c1ccc(O)cc1)c1ncc(C(F)(F)F)cc1Cl (configuration not stated),17%,4%,4%,0.7%,-16%,-3.4%,-5%,-5%,0.7%

# Reprinted from the part before: 2 compounds, then new ones.
SMILES,KOR beta-arrestin-1,AID2073,GPR55 antagonists,HIV peptide binding,NOD1 inhibition,KOR beta-arrestin-2,GPR35 antagonists,Siah-1 displacement,GPR55 activation
CC(CNC(=O)c1cc(COc2c(F)cccc2F)on1)Oc1cccnc1 (configuration not stated),7%,-2%,-1%,1.5%,0%,1.2%,0%,-4%,-0.1%
N#CC(c1ccc(O)cc1)c1ncc(C(F)(F)F)cc1Cl (configuration not stated),17%,4%,4%,0.7%,-16%,-3.4%,-5%,-5%,0.7%
CN(CCc1cn[nH]c1)Cc1nc(Cc2ccccc2F)no1,-31%,-3%,-6%,0.9%,-48%,2.5%,-11%,-3%,-0.3%
O=C(Nc1c[nH]c(=O)[nH]c1=O)c1ccc([N+](=O)[O-])cc1,-33%,-4%,10%,-1.4%,-35%,-3.2%,-12%,-3%,0.7%
CS(=O)(=O)N1CCC(c2noc(-c3ccc(C(F)(F)F)cc3)n2)CC1,4%,-3%,7%,-2.6%,21%,1.6%,-5%,-2%,0.0%
CC(C)CCNC(=O)COC(=O)c1ccc(Br)o1,-17%,7%,2%,0.4%,4%,-0.7%,-5%,-4%,-0.1%
COc1ccc(CCNC(=O)C2CCN(C(=O)c3ccc(OC)c(OC)c3)CC2)cc1,-20%,13%,2%,1.5%,2%,0.5%,18%,-5%,-0.1%
COc1ccc(C2(CNC(C)=O)CCCC2)cc1OC,-37%,-8%,9%,0.3%,4%,-0.3%,0%,-3%,-0.1%
COC(=O)c1c(NC(=O)C(C)(C)C)sc2c1CCN(Cc1ccccc1)C2,-23%[20 µM],0%,2%,-0.1%,-30%,3.2%,-5%,0%,0.7%
COc1ccc(OCC(=O)NC(=S)NNC(=O)COc2ccc(Br)cc2Cl)cc1,-9%[20 µM],27%,7%,-0.2%,-44%,-3.5%,-12%,-1%,-0.1%
O=C(/C=C/c1cccc(C(F)(F)F)c1)N1CCN(c2ccccn2)CC1,9%,0%,-4%,-0.9%,-26%,-3.3%,-1%,6%,-0.2%
O=C(COC(=O)c1n[nH]c2ccccc12)Nc1ccc([N+](=O)[O-])cc1,3%,3%,8%,-3.7%,30%,8.3%,-3%,-3%,-0.4%
O=C(c1ccccc1F)N1CCN(S(=O)(=O)c2ccc3c(c2)OCCO3)CC1,2%,-6%,2%,1.4%,-1%,-5.0%,-1%,1%,0.3%
COC(=O)N1C(=O)[C@](Cc2ccccc2)(c2ccccc2)N1C(=O)OC,19%[20 µM],11%,13%,0.0%,-16%,-5.2%,7%,-5%,8.3%
Cc1ccccc1CN1CCSc2sccc2C1=O,14%,5%,10%,0.2%,-13%,-12%,13%,9%,-0.4%
COc1ccccc1NC(=O)COc1ccc2ccccc2c1,-23%,5%,14%,-0.2%,-30%,-0.8%,-10%,1%,-0.1%
CCN(CC)S(=O)(=O)c1cc(NS(=O)(=O)c2c(Cl)cccc2Cl)ccc1C,-1%,4%,-3%,2.9%,-12%,3.5%,6%,-3%,-0.3%
Cc1ccc2occ(/C=N/NC(=O)c3ccncc3)c(=O)c2c1,-10%,5%,5%,1.3%,12%,-1.2%,-6%,34%,-0.1%
COc1ccc(N(CC(=O)Nc2ccc(C)cc2)S(=O)(=O)c2c(C)noc2C)cc1,1%,7%,-6%,-2.0%,-18%,-0.3%,25%,-1%,-0.2%
CCCc1cc(CN(C)C(=O)CC2C(=O)NCCN2Cc2ccccc2C)[nH]n1 (configuration not stated),26%,8%,10%,0.6%,-5%,-2.4%,9%,3%,0.2%
Cc1nc2c3ccccc3n(CC(=O)c3ccc(F)cc3)c(=O)n2n1,0%,1%,-5%,2.9%,-31%,0.8%,10%,0%,-0.1%
CC(C)CCNC(=O)NC(=O)COC(=O)CCN=C1NS(=O)(=O)c2ccccc21,0%,-4%,-3%,-0.8%,-38%,2.6%,8%,12%,1.4%
COc1cc2nc(SCC(=O)c3ccc(Br)cc3)n3nc(C)nc3c2cc1OC,-26%,3%,-2%,-0.1%,-14%,2.3%,12%,5%,0.1%
Cc1c(NC(=O)Nc2ccc([N+](=O)[O-])cc2)c(=O)n(-c2ccccc2)n1C,5%,4%,-4%,2.6%,-14%,-3.0%,7%,4%,-0.1%
O=C1NC[C@H](c2ccccc2)N(CCc2cc(C(F)(F)F)cc(C(F)(F)F)c2)C1=O,19%,14%,0%,-1.1%,5%,-2.0%,-1%,10%,-0.1%
Cc1cccc(N2CCN(C(=O)C3CCN(c4ncnc5c4nc4n5CCCCC4)CC3)CC2C)c1 (configuration not stated),-44%,-2%,-24%,-0.8%,nt,10%,-12%,-2%,-0.1%
Brc1ccc(CN2CCN(c3ccccn3)CC2)s1,18%,9%,-1%,2.4%,5%,-2.8%,-1%,1%,-0.2%
CCOc1ccc(N(CC(=O)NC2CCCC2)C(=O)CCC(=O)Nc2ccccn2)cc1,5%,-5%,-2%,-1.4%,-13%,-4.9%,-6%,1%,-1.0%
OC1(c2ccccc2)CCN(Cc2ccccc2)C2CCCCC21 (configuration not stated),-13%,4%,15%,-1.9%,-15%,13%,4%,-3%,0.6%
CC1CCCN(S(=O)(=O)c2ccc(NC(=O)CCN3C(=O)c4ccccc4C3=O)cc2)C1 (configuration not stated),14%,11%,17%,0.3%,2%,-1.1%,18%,3%,-0.3%
CCn1cc(S(=O)(=O)NCc2ccc3c(c2)OCO3)cn1,9%,2%,1%,-0.9%,-19%,-2.0%,-1%,3%,0.3%
COc1ccc(C2N(c3ccccn3)C(=O)C3CCCN32)c(OC)c1 (configuration not stated),3%,5%,8%,1.1%,46%,6.5%,-12%,0%,0.2%
CN(C)/N=C/c1c(O)ccc2ccccc12,-43%,-12%,-15%,-5.1%,-20%,-1.5%,4%,-4%,0.2%
O=C(CSCc1ccc(Cl)cc1)NCc1ccccn1,25%,30%,7%,3.1%,-23%,1.1%,1%,-2%,0.4%
Cc1c(NC(=O)c2cc(=O)[nH]c3ccccc23)c(=O)n(-c2ccccc2)n1C,-16%,3%,-10%,1.3%,-18%,-0.3%,-3%,-1%,-0.1%
Cc1ccccc1NC(=O)c1ccc(CN(c2ccccc2)S(=O)(=O)c2ccccc2)cc1,-3%,0%,6%,1.5%,-6%,0.8%,3%,-3%,-0.4%
COc1ccc(-c2ccc(SCC(=O)Nc3nnc(C)s3)nn2)cc1,1%,12%,0%,5.2%,-61%,33%,3%,0%,0.6%
N#C/C(=C\c1ccc(N2CCCCC2)o1)C(N)=O,-31%,-9%,30%,92%*,-8%,-4.7%,6.6µM*,4%,-0.1%
O=C(N/N=C/c1cccc2ccccc12)c1cc2ccccc2o1,-4%,15%,-5%,0.1%,10%,-1.4%,4%,4%,0.7%
CCOC(=O)c1c(/N=C/C2=C(O)CCCC2=O)sc2c1CCCC2,-13%,-42%,-20%,-0.2%,3%,0.1%,16%,-7%,-0.1%
CCC(CC)C(=O)OCC(=O)Nc1cc(OC)c([N+](=O)[O-])cc1C,-17%,0%,-1%,-0.4%,-10%,-1.2%,-8%,2%,0.3%
